Screening results: PubChem, National Center for Advancing Translational Sciences (NCATS)
Nrf2 block: Nrf2 qHTS screen for inhibitors; AID 504444, 2011; 2.1% of 360,000 active; A549 ARE-Fluc reporter, luciferase luminescence, 18-24 h; Potency, µM (doses to about 46 µM), for inactives: at the top dose activity change, negative = inhibition, usual class: inhibitors; also: potency is read from the fitted curve at half-maximal effect; % is scaled to controls: 0 for no effect and ±100 for the full control effect; nearly all actives have a fitted effect of over 60% in size
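Concentration-response testing used A549 ARE_Fluc cells at 5000 cells/well. Following an 18-24 h compound incubation, viability was read by fluorescence (Ex 405/Em 525) and luciferase output by luminescence.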
Nrf2 activator: qHTS of Nrf2 Activators. AREc32 ARE-luciferase reporter (MCF7-derived line), luminescence, 24 h. Potency, µM (titrated, usually from 46.1 µM), for inactives: at the highest dose activation, hits mostly activators. 0.31% of 410,000 active. AID 624171, 2012; also: potency is read from the fitted curve at half-maximal effect; % of control where 0% means no effect; nearly all actives have a fitted effect of over 65% in size
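Cells of the AREc32 ARE-luciferase line are plated in OPTI-MEM containing 5% FBS and left overnight at 37 deg C. Compounds are pinned in, incubation continues 24 hr, and firefly luciferase signal is then measured.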
TGFb inhibitor: qHTS for Inhibitors of TGF-b | 1.2% of 410,000 active | AID 588855, 2011 | Potency, µM (doses to about 46.1 µM), for the others: at the highest dose activity, negative = inhibition, most hits filed as inhibitors | HepG2 CAGA-GFP TGF-b/SMAD3 reporter, GFP fluorescence, 18 h; TGF-beta stimulated, 500 pg/mL final; also: potency is read from the fitted curve at half-maximal effect; % is scaled to controls: 0 for no effect and ±100 for the full control effect; nearly all actives have a fitted effect of over 65% in size
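Inhibition of TGF-beta-driven CAGA-GFP reporter expression in HEPG2 cells is measured by cellular GFP fluorescence after 18 h stimulation with 500 pg/mL recombinant TGF-beta in 1% FBS medium at 37 degrees C.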
HepG2 viability: qHTS for Inhibitors of TGF-b: Cytotox Counterscreen | 0.76% of 410,000 active | Potency, µM (series often up to 46.1 µM), for the others: top-dose activity change, negative = cytotoxicity, actives largely listed as cytotoxic | HepG2 CAGA-GFP viability, ATP luminescence, 18 h | AID 588856, 2011; also: potency is read from the fitted curve at half-maximal effect; some results filed as inactive show a strong effect at the top dose
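CellTiter-Glo luminescence gave cytotoxicity after 18 hours at 37 degrees C. The cells were HepG2 CAGA-GFP in 1% FBS DMEM, stimulated with 500 pg/mL TGF-beta after compound addition. %Activity was normalised to no-cell wells (complete cell-killing) and DMSO (no toxicity), and curves were fitted and classified.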
CCT chaperon mod: High-Throughput Screening for Modulators of Cytosolic Chaperonin Activity | purified chaperonin ATPase assay, HTRF ADP detection, 30 min | activity change, % (test concentration not listed), hits read low | 0.3% of 360,000 active | AID 651819, 2012; in the data active = activity change below about -30%; also: % is scaled to controls: 0 for no effect and ±100 for the full control effect
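First, chaperonin was dispensed at 40 nM or 20 nM final depending on batch activity. Next, compounds were pinned at 76 uM and ATP added at 10 uM. After 30 min at 37 °C, ADP detection reagents ran 30 min at ambient temperature.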
MmCpn inh: Inhibitors of TCP-1 ring complex (TRiC) of Methanococcus maripaludis (MmCpn): qHTS; Chaperonin Mm-Cpn (Methanococcus maripaludis); purified Mm-Cpn ATPase, ADP Transcreener TR-FRET; Potency, µM (series often up to 76.9 µM), for inactives: top-dose activity, negative = inhibition, actives largely listed as inhibitors; 0.031% of 330,000 active; also: potency is read from the fitted curve at half-maximal effect; % is scaled to controls: 0 for no effect and ±100 for the full control effect; nearly all actives have a fitted effect of over 80% in size
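Compound-treated chaperonin, 25 nM final, turns over 10 uM ATP at 37°C for 30 min following a 10 min preincubation; ADP generated competes with ADP-d2 for Eu-cryptate antibody, lowering FRET.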
A549 viability: Nrf2 qHTS screen for inhibitors: counterscreen for cytotoxicity; A549 ARE-Fluc cells, CellTiter-Fluor viability, 18-24 h; Potency, µM (top dose mostly 46 µM), for the others: at the highest dose activity change, negative = cytotoxicity, hits mostly inhibitors; 0.16% of 390,000 active; also: potency is read from the fitted curve at half-maximal effect; % is scaled to controls: 0 for no effect and ±100 for the full control effect
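A549 ARE-Fluc cells in 5% FBS OPTI-MEM, 5000 cells/well, rested 2 h then exposed to compounds in concentration-response for 18-24 h at 37 °C. Viability by CellTiter-Fluor fluorescence (Ex 405/Em 525) after 30 min; luciferase luminescence (BugLite, 15 min, RT) read afterwards.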
pAkt inh: HTS Assay for Inhibitors of Akt Phophorylation: Primary Screen; Neuro2A IGF-stimulated pAkt S473 HTRF, 20 min; active compounds read low; activity change, % for hits at 50 µM; 0.32% of 360,000 active; in the data active = activity change below about -80%; inconclusive = mostly about -51% to -80%; also: % is scaled to controls: 0 for no effect and ±100 for the full control effect
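Neuro2A cells (4,500/well, DMEM with 0.5% FBS) were treated with compound at a single 50 µM final concentration, stimulated with 6 nM IGF for 20 min at 37 °C, and lysed. Phospho-Akt Ser473 was read by HTRF as 665/615 ratio ×10^4.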
ATXN viability: Viability Counterscreen for Primary qHTS for Inhibitors of ATXN expression | Potency, µM (series often up to 56.7 µM), most hits filed as cytotoxic | AID 651635, 2014 | 0.49% of 400,000 active | S2 cells (HEK-293 line with an ATXN2-luciferase reporter) viability, CellTiter-Fluor protease fluorescence, 24 h; also: potency is read from the fitted curve at half-maximal effect; nearly all actives have a fitted effect of over 40% in size
Starred values were filed as active, the others as inactive; i = inactive; u = inconclusive; x = no result given; & = joins results of further samples; [ ] = dose if it differs, or a comment. Unless noted, calls follow the shape of the dose curve; as a rule, active = well fitted curve in the direction sought with a large enough effect; inconclusive = small, poorly fitted or top-dose-only effect, or another doubt; inactive = no such curve, though single readings can be large; an effect the other way counts as inactive or inconclusive.

cpd	Compound	Nrf2 block	Nrf2 activator	TGFb inhibitor	HepG2 viability	CCT chaperon mod
1	O=C(CSc1ccc2nnc(-c3cccnc3)n2n1)NCc1ccc2c(c1)OCO2	3.2%	0.2%	5.8%	5.5%	-0.7
2	CCN(CC)c1cc(C)c2cc(NC(=O)/C=C/c3ccccc3Cl)ccc2n1	-2.8%[9.27 µM]	-1.0%	u	-80.5%	x
3	COc1ccc(CCNC(=O)Cn2c(=O)n(-c3ccccc3)c(=O)c3c(C)c(C)sc32)cc1OC	u	0.6%	-1.3%	1.4%	x
4	COc1cc(CN2CCN(C(O)(c3ccccc3)c3ccccc3)CC2)cc(OC)c1OC	29.2%	-0.7%	-18.6%	-28.9%	-0.8
5	COc1cc(NS(=O)(=O)c2ccc(NC(C)=O)cc2)nc(OC)n1	-10.0%	-0.3%	0.0%	-24.3%	0.7
6	N#CCCN1CCn2c1nc1ccccc12	5.0%	-0.3%	12.0%	5.1%	-1.4
7	C=C(C)CC1Nc2ccccc2NC1CC(=C)C (configuration not stated)	-7.2%	17.9%	-10.4%	-31.9%	-2.1
8	COC(=O)c1c(-c2ccc(Cl)cc2)noc1N1CCN(c2ccc(OC)cc2)CC1	x	1.2%	16.1%	7.1%	x
9	CC(C)NC(=O)c1ccc2c(c1)nc1n2CCCCC1	x	-0.2%	0.0%	-17.3%	x
10	Cc1cccc(Nc2ccc(C(=O)N3CCOCC3)cn2)c1	u	3.0%	20.4%	5.5%	-1.0
11	Cc1cc(C)cc(Oc2nc3c(C)cccn3c(=O)c2/C=C(\C#N)c2nc3ccccc3s2)c1	u	-0.2%	u	-58.8%	x
12	Cc1nnc(NC(=O)CSc2nnc(Cc3cccn3C)n2-c2cccc(C(F)(F)F)c2)s1	-18.9%	0.6%	0.4%	-4.6%	1.7

cpd	MmCpn inh	A549 viability	pAkt inh	ATXN viability
1	3.3%	-1.7%	i	i
2	x	-10.6%	x	x
3	x	-21.7%	x	u
4	2.1%	u	i	i
5	-3.0%	22.7%	i	i
6	0.3%	0.6%	i	i
7	-4.2%	4.4%	i	i
8	x	4.7%	x	i
9	x	9.5%	x	x
10	-0.9%	-2.5%	i	u
11	x	u	x	i
12	3.2%	9.9%	i	i

Next structures
cpd	Compound	Nrf2 block	Nrf2 activator	TGFb inhibitor	HepG2 viability	CCT chaperon mod
13	COC(=O)c1ccc(NC(=O)CCc2c(C)nc3ncnn3c2C)cc1	u	1.5%	25.0%	-10.1%	1.7
14	Cc1cnn(CCC(=O)NNC(=S)Nc2cccc(Cl)c2)c1	0.3%	0.3%	-17.0%	3.3%	2.9
15	Cc1ccc(S(=O)(=O)NCCC(=O)N(C)Cc2cccs2)cc1	-1.3%	-0.7%	9.9%	-6.2%	1.4
16	O=C(Nc1ccccc1)Nc1cnccn1	-15.7%	-0.2%	-4.6%	-19.6%	-1.4
17	CCc1cc(C(c2cccc(OC)c2)N2CCOCC2)c(NC(=O)c2ccccc2)s1 (configuration not stated)	11.6%	u	u	-37.8%	-0.1
18	Cn1cccc1C(=O)OCC(=O)NCCCc1ccccc1	22.0%	6.4%	8.7%	-13.1%	-4.8
19	COc1ccc(Cl)cc1NC(=O)CNCC(c1ccccc1)N(C)C (configuration not stated)	0.3%	4.6%	11.3%	-28.5%	-2.7
20	N#CC1=C2SCN(c3ccccc3)CN2C(=O)CC1c1ccccc1Cl (configuration not stated)	u	0.9%	5.1%&-0.2%	1.2%&-11.6%	0.0
21	CC(C)OC(=O)c1cc2ccccc2[nH]1	-24.9%	1.0%	3.5%	1.3%	1.1
22	Cc1ccc(NS(=O)(=O)c2ccc3c(c2)oc(=O)n3C)cc1C	-11.7%&-16.2%	-0.3%	5.7%	-22.8%	-2.2
23	Cc1ccc(S(=O)(=O)Nc2cccc(C(=O)NCC(c3ccc(F)cc3)N3CCOCC3)c2)cc1 (configuration not stated)	-1.7%	0.4%	-16.6%	-19.2%	-0.3
24	N#Cc1ccccc1S(=O)(=O)N1CCN(C(=O)c2cc(=O)[nH]c3ccccc23)CC1	-3.6%	0.1%	-1.4%	-11.0%	0.6

cpd	MmCpn inh	A549 viability	pAkt inh	ATXN viability
13	0.3%	18.1%	i	i
14	0.1%	1.2%	i	i
15	-15.8%	5.3%	i	i
16	-1.5%	5.2%	i	i
17	-0.1%	-0.2%	i	i
18	0.5%	2.1%	i	i
19	-0.9%	-0.3%	i	i
20	-0.3%	10.9%&-4.4%	i	i
21	1.7%	1.6%	i	i
22	0.4%	2.3%&1.0%	i	i
23	0.1%	0.1%	i	i
24	-0.6%	0.2%	i	i

Additional structures.
cpd	Compound	Nrf2 block	Nrf2 activator	TGFb inhibitor	HepG2 viability	CCT chaperon mod
25	O=C(OCC(=O)N1CCc2ccccc21)c1n[nH]c(=O)c2ccccc12	-28.5%	0.5%	14.1%	6.6%	0.0
26	Cn1c(=O)cc(OCC(=O)N2CCN(c3ccccc3F)CC2)c2ccccc21	u	6.5%&-0.5%	20.5%&0.8%	35.5%&-18.1%	5.0
27	CN1C(=O)/C(=C\c2ccncc2)SC1=Nc1ccccc1	-13.8%	5.8%	-1.5%	-19.4%	-1.0
28	Cc1ccccc1NC(=O)CN1C(=O)COc2ccc(S(=O)(=O)N3CCCC3)cc21	-15.6%	-0.1%	-3.3%	1.3%	1.2
29	Cc1ccc(NC(=O)CSCCc2ccccn2)nc1	14.6%	0.0%	5.2%	6.9%	-1.2
30	COCCNc1nnc(SC(C)C(=O)Nc2c(C)n(C)n(-c3ccccc3)c2=O)s1 (configuration not stated)	-2.0%	-0.4%	-3.7%	-2.7%	-2.4
31	Cc1ccc(C(=O)NC(=S)Nc2ccc(NC(=O)c3cccs3)cc2)cc1[N+](=O)[O-]	9.2%	0.1%	0.0%	1.3%	-0.2
32	O=C(COC(=O)c1cc[n+]([O-])cc1)Nc1ccccc1Cl	7.4%	0.4%	0.0%	10.3%	0.5
33	COc1cccc(C(NC(C)=O)c2nc(-c3cnc4ccccc4c3)cs2)c1 (configuration not stated)	x	2.4%	-8.2%	-0.1%	0.9
34	COc1ccccc1-c1ccc2c(c1)C(C)(Cc1cccc(F)c1)C(=O)N2 (configuration not stated)	x	-0.4%	u	-23.3%	0.2
35	Cc1ccc(-n2c(SCC(=O)O)nc3c(sc(=S)n3-c3ccc(C)c(C)c3)c2=O)cc1	-9.5%	-0.3%	-20.0%	-7.0%	-2.2
36	CC(=O)c1cccc(Nc2cc(C)nc3ccccc23)c1	u	2.2%	u	-27.6%	-1.0

cpd	MmCpn inh	A549 viability	pAkt inh	ATXN viability
25	-1.6%	0.0%	i	i
26	-2.3%	-4.4%&-5.3%	i	i
27	2.0%	1.8%	i	i
28	0.3%	-18.6%	i	i
29	-1.3%	-9.1%	i	i
30	1.5%	-1.5%	i	u
31	-1.0%	0.3%	i	u
32	-2.8%	0.3%	i	i
33	x	x	i	i
34	x	x	i	i
35	-0.3%	-8.7%	i	i
36	0.2%	-18.3%	i	i

Compounds shown so far with an aryl thioether with sulfur outside any ring, in the order listed:
cpd	Compound	Nrf2 block	Nrf2 activator	TGFb inhibitor	HepG2 viability	CCT chaperon mod
1	O=C(CSc1ccc2nnc(-c3cccnc3)n2n1)NCc1ccc2c(c1)OCO2	3.2%	0.2%	5.8%	5.5%	-0.7
12	Cc1nnc(NC(=O)CSc2nnc(Cc3cccn3C)n2-c2cccc(C(F)(F)F)c2)s1	-18.9%	0.6%	0.4%	-4.6%	1.7
30	COCCNc1nnc(SC(C)C(=O)Nc2c(C)n(C)n(-c3ccccc3)c2=O)s1 (configuration not stated)	-2.0%	-0.4%	-3.7%	-2.7%	-2.4
35	Cc1ccc(-n2c(SCC(=O)O)nc3c(sc(=S)n3-c3ccc(C)c(C)c3)c2=O)cc1	-9.5%	-0.3%	-20.0%	-7.0%	-2.2

cpd	MmCpn inh	A549 viability	pAkt inh	ATXN viability
1	3.3%	-1.7%	i	i
12	3.2%	9.9%	i	i
30	1.5%	-1.5%	i	u
35	-0.3%	-8.7%	i	i

(further entries)
cpd	Compound	Nrf2 block	Nrf2 activator	TGFb inhibitor	HepG2 viability	CCT chaperon mod
37	CC(C)C(NC(=O)OCc1ccccc1)C(=O)NC(Cc1ccc(O)cc1)C(=O)O (configuration not stated)	-10.3%	-0.3%	12.9%	7.5%	-0.3
38	C=CCNC(=O)/C(=C\C=C\c1ccccc1)NC(=O)c1ccc(OCCCC)cc1	x	2.7%	14.3%	8.8%	-1.0
39	CC(C)CNC(=O)CC(c1ccccc1)c1c(O)ccc2ccccc12 (configuration not stated)	-29.3%	-0.1%	3.8%	-10.8%	-1.3
40	Clc1ccc(CSc2nnc(-c3ccccn3)n2Cc2ccco2)c(Cl)c1	-28.8%	-0.2%	17.3%	-18.0%	-2.7
41	Cc1ccc(S(=O)(=O)N(C)c2ccccc2)cc1	13.6%	0.2%	-10.7%	-18.6%	0.5
42	Cc1cccc(Cn2c(SCc3ccc(C(=O)NC4CCCC4)cc3)nc3cccnc32)c1	u	-2.1%	u	-12.8%	x

cpd	MmCpn inh	A549 viability	pAkt inh	ATXN viability
37	0.8%	-4.9%	i	i
38	1.1%	-1.2%	i	i
39	-0.3%	0.9%	i	u
40	-0.5%	-18.5%	i	i
41	1.3%	-0.1%	i	i
42	x	-19.5%	x	u

The order is random; any-hit rate near 4.4%.
